Screening results (PubChem BioAssay)
TDP1 block – TDP1 (human) enzyme inhibition. Q9NUW8. recombinant TDP1, AlphaScreen DNA substrate cleavage. Potency, µM (doses to about 130 µM), for inactives: at the highest dose activity change, negative = inhibition, usual class: inhibitors. actives 0.28% (n = 350,000). AID 485290; further: nearly all actives have a fitted effect of over 40% in size
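Compounds were preincubated with Tdp1 (1 nM final) for 15 min at room temperature before substrate (15 nM final) started a 5 min reaction; beads (10 ug/ml final) were then added for 10 min before AlphaScreen detection.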
DT40 TDP1 no CPT – qHTS for Inhibitors of human tyrosyl-DNA phosphodiesterase 1 (TDP1): qHTS in cells in absence of CPT; Potency, µM (doses to about 46.2 µM), without a hit: at the top dose activity change, negative = growth inhibition, most hits filed as inhibitors; DT40 Tdp1-/- hTDP1 cells, no CPT, ATP luminescence, 48 h; actives 15% (n = 420,000); further: nearly all actives have a fitted effect of over 55% in size
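Stably hTDP1-transfected Tdp1-null chicken DT40 cells were treated with library compounds minus camptothecin and grown for at least 48 hr at 37 °C, after which cellular ATP was quantified by luminescence.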
KAT2A inh – inhibitors of human GCN5L2 histone acetyltransferase. actives 0.21% (n = 390,000). Q92830. Potency, µM (doses to about 58.9 µM), without a hit: top-dose activity change, negative = inhibition, hits mostly inhibitors. GCN5L2 HAT assay, ThioGlo1 CoA-SH fluorescence
Target sequence (Q92830 whole entry, looked up): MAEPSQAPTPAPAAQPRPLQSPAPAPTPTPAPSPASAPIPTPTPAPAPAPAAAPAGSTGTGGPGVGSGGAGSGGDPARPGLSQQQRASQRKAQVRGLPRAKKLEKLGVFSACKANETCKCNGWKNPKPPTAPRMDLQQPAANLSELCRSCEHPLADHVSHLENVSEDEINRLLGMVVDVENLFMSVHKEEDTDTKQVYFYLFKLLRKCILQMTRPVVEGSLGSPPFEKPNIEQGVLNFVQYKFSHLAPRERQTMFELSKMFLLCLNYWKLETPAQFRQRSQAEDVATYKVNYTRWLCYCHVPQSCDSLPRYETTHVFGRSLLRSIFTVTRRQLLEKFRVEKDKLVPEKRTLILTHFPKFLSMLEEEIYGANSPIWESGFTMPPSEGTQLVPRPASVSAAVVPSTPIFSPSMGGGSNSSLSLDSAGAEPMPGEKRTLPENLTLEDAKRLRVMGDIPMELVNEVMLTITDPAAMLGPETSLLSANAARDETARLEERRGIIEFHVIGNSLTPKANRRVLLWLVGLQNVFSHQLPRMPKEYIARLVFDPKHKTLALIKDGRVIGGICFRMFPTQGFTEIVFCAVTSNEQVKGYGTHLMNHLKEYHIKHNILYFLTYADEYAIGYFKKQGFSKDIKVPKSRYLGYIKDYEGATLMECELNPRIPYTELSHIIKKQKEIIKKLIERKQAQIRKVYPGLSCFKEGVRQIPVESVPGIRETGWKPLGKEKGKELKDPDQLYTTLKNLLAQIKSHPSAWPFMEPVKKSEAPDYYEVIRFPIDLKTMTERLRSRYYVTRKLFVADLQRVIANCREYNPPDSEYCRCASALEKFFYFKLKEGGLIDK
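Compounds, pin-transferred from DMSO stocks, meet 20nM GCN5L2 for 15 min before the reaction begins with H3(1-25) peptide (75uM) and acetyl-CoA (70uM). Thiol-reactive ThioGlo1 reports CoA release over 20 min at room temperature.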
The depositor's hits bear a star; ? = inconclusive; / = not tested or not shown; & = joins results of further samples; [ ] = remark or other dose. The call rests on the fitted dose curve; in most records, active means well fitted curve in the direction sought with a large enough effect; inconclusive means small, poorly fitted or top-dose-only effect, or another doubt; inactive means no such curve, though single readings can be large; an effect the other way counts as inactive or inconclusive. On the % scale 0 is the no-effect control and ±100 the full control effect; potency means the concentration at half of the fitted maximal effect. An excerpt; rates above refer to the full screens.

The opening three entries, ahead of the listing:
SMILES | TDP1 block | DT40 TDP1 no CPT | KAT2A inh
CC1=C(C(=O)Nc2ccccc2)C(c2ccccc2C)n2nc(SCC(=O)c3ccc(C)cc3)nc2N1 (stereo unspecified) | -3% | 18µM* | -1%
COc1ccccc1-c1c(C)nn2c(-c3ccccc3)cc(C)nc12 | / | 21µM* | 25%
CCN1CCN(c2ccc(S(=O)(=O)N3CCOCC3)cc2NC(=O)c2ccccc2OC(F)F)CC1 | -2% | -17% | 9%

Results, from the first entry:
SMILES | TDP1 block | DT40 TDP1 no CPT | KAT2A inh
CC1=C(C(=O)Nc2ccccc2)C(c2ccccc2C)n2nc(SCC(=O)c3ccc(C)cc3)nc2N1 (stereo unspecified) | -3% | 18µM* | -1%
COc1ccccc1-c1c(C)nn2c(-c3ccccc3)cc(C)nc12 | / | 21µM* | 25%
CCN1CCN(c2ccc(S(=O)(=O)N3CCOCC3)cc2NC(=O)c2ccccc2OC(F)F)CC1 | -2% | -17% | 9%
Cc1ccc(O)c(C(=O)c2cc(C#N)c(=O)n(-c3c(C)n(C)n(-c4ccccc4)c3=O)c2)c1 | 6% | -13% | -8%
COCCN(C(=O)CCC(=O)Nc1nccs1)C(C(=O)NCCC(C)C)c1ccc(OC)cc1 (stereo unspecified) | -15% | -26% | -1%
CC(C)(C)NC[C@@H](O)COc1nsnc1N1CCOCC1 | -7%[56.1 µM] | 3% | 9%
Clc1ccccc1-c1ccc2ncnc(NCc3cccs3)c2c1 | 1% | / | -11%&-9%
Nc1nc(CSCCO)nc(Nc2ccccc2)n1 | 3% | ? | -1%
CCCCNC(=O)c1ccc2c(c1)N(Cc1ccc(F)cc1)C(=O)c1ccccc1S2=O (stereo unspecified) | 3% | 18µM* | -3%
CN(C)c1nc(N)nc(CSc2ncc(Cl)cc2Cl)n1 | 4% | -15% | -4%
O=C(Nc1ccc(S(=O)(=O)Nc2nccs2)cc1)c1ccccc1OC(F)F | 3% | 14% | 1%
COc1ccccc1C(=O)Nc1c(-c2ccccc2)nc2ccccn12 | / | ? | -16%
Cc1ccccc1N=C/C=C1/C=C(c2ccccc2)OC(C)(C)O1 | -1%[56.1 µM] | ? | -5%
CC1CCCN(C(=O)C2CCC(CNc3c(N4CCCCC4)c(=O)c3=O)CC2)C1 (stereo unspecified) | / | 3% | -3%
Cn1c2c(c(=O)n(C)c1=O)C(c1ccccc1[N+](=O)[O-])CC(=O)N2 (stereo unspecified) | -2%[12.3 µM] | ? | -5%
Oc1[nH]c2ccccc2c1N=Nc1nc2ccccc2s1 | 12% | ? | -10%
CCCc1cc(=O)[nH]c(SCC(=O)Nc2c(C)n(C)n(-c3ccccc3)c2=O)n1 | 1% | 11% | 4%
CCC(C(=O)NCC1CCCO1)n1nc(C)c2sc3ccccc3c2c1=O (stereo unspecified) | 3% | ? | 4%
Cc1nn(CCCC(=O)Nc2cc(Oc3ccccc3)cc([N+](=O)[O-])c2)c(C)c1[N+](=O)[O-] | 3% | ? | -6%
O=C(O)c1cc(N/N=C/c2ccc(N3CCOCC3)cc2)ccc1Cl | / | -6% | -11%
CC1=NN(c2cccc(Cl)c2)C(=O)C12CC(C)=C(C)CS2 (stereo unspecified) | / | -21% | -3%
CCOc1ccc(C(=O)OCC(=O)Nc2nc(OC)cc(OC)n2)cc1OCC | 6% | -9% | 4%
Cc1cccc(Oc2ccccc2N)c1 | 6% | -1% | -8%
COc1ccc(C)cc1S(=O)(=O)N(CC(=O)N1CCOCC1)c1cc(C)cc(C)c1 | 2% | 2% | 0%
CCCCOc1ccc(/C=C/C(=O)OCC(=O)NC2CCS(=O)(=O)C2)cc1OCC (stereo unspecified) | -12% | -2% | -9%
O=C(Nc1ccc(S(=O)(=O)N2CCN(c3ccccc3)CC2)cc1)c1cccs1 | 4% | ? | -21%
COc1ccc(CCN2CC(C(=O)NCc3cc(C(C)C)no3)CCC2=O)cc1 (stereo unspecified) | / | 15% | -8%
Cc1ccc(NC(=O)C(Cc2ccccc2)NC(=O)c2ccco2)cc1 (stereo unspecified) | -4% | -11% | 54%[activator]
Cc1ccc(C(=O)NCCCn2ccnc2)cn1 | 4% | -19% | -2%
COC(=O)C1=C2SCC(=O)N2C(N)=C(C#N)C1 | -6% | -13% | -7%

Part of the list above, as labelled records.
COC(=O)C1=C2SCC(=O)N2C(N)=C(C#N)C1
  TDP1 block: -6%
  DT40 TDP1 no CPT: -13%
  KAT2A inh: -7%
Cc1ccc(NC(=O)C(Cc2ccccc2)NC(=O)c2ccco2)cc1 (stereo unspecified)
  TDP1 block: -4%
  DT40 TDP1 no CPT: -11%
  KAT2A inh: 54%[activator]
Cc1ccccc1N=C/C=C1/C=C(c2ccccc2)OC(C)(C)O1
  TDP1 block: -1%[56.1 µM]
  DT40 TDP1 no CPT: ?
  KAT2A inh: -5%
CN(C)c1nc(N)nc(CSc2ncc(Cl)cc2Cl)n1
  TDP1 block: 4%
  DT40 TDP1 no CPT: -15%
  KAT2A inh: -4%

Going on with the list:
SMILES | TDP1 block | DT40 TDP1 no CPT | KAT2A inh
Cc1ccc(NC(=O)Cn2c(-c3ccc4c(c3)OCO4)cn(-c3ccccc3)c2=O)cc1C | 0% | -13% | -7%
O=C(COC(=O)C1(c2ccc(F)cc2)CCCC1)N1CCc2ccccc21 | 0% | ? | -8%
COc1cc(OC)c(C(=O)N2CCCC2)cc1OC | 0% | -2% | 0%
Cc1ccc(-c2ccc(C(=O)O)c(C)n2)cc1 | 3% | -1% | -2%
Cc1ccc(CNC(=O)CNC(=O)[C@@H]2Cc3ccccc3CN2)cc1 | 2% | 15% | -2%
Cc1cc[n+](Cc2ccc([N+](=O)[O-])cc2)cc1 | 1% | 5% | -1%
CS(=O)(=O)N1CCc2cc(-c3csc(NCC4CCCO4)n3)ccc21 (stereo unspecified) | 4% | -27% | -9%
COc1ccc2oc(=O)c(C(=O)N3CCCC3)cc2c1 | 8% | 11% | -15%
CCN(c1ccc(NC(=O)COC(=O)CCC(=O)c2ccc(F)cc2)cc1)C(C)C | 6% | -2% | -7%
COc1cccc(/C=N/Nc2nnc(C)n2N)c1OCc1ccccc1Cl | 5% | 23µM* | -18%
Cc1ccnc(NS(=O)(=O)c2ccc(NC(=O)c3ccc(S(=O)(=O)N(C)C)cc3)cc2)n1 | -2% | -3% | 2%
O=C(c1cc(COc2c(F)cccc2F)on1)N1CCCCCC1 | 0% | -17% | -3%
CCCCc1c(O)nc2sc3cc(OC)ccc3n2c1=O | -2% | -2% | -1%
CCNC(=O)[C@H]1O[C@@H](n2cnc3c(N)nc(NCCc4ccc(CCC(=O)O)cc4)nc32)[C@H](O)[C@@H]1O | / | -7% | ?
CCn1nc(-c2ccccc2)c(-c2ccccc2)c(C(=O)Nc2ccccc2C(N)=O)c1=O | 2% | ? | 0%
COc1ccccc1N1CCN(c2ncnc3c2c(-c2ccccc2)cn3-c2cccc(C)c2)CC1 | 3% | ? | -1%
O=C(Nc1ccc(S(=O)(=O)N2CCCC2)cc1)c1cnccn1 | -1% | ? | -4%
CCOC(=O)CN(C)S(=O)(=O)c1ccc(-c2cc(C(=O)OC)sc2C(F)(F)F)cc1 | 3% | ? | -9%
C[C@@H](C(=O)NC1CCCCC1)N1C(=O)N2CCc3c([nH]c4ccccc34)[C@@]2(C)C1=O | / | ? | 0%
CN(CCCN1CCOCC1)C(=O)c1cc(COc2ccc(F)cc2F)on1 | 1% | 15% | -2%
CCOc1ccc(S(=O)(=O)NCCC(=O)NCC(c2ccccc2OC)N2CCCC2)cc1 (stereo unspecified) | 0% | 1% | -1%
C[C@@H]1COC(=O)[C@H](NC(=O)OCC2c3ccccc3-c3ccccc32)C/C=C\C[C@@H](CC(=O)N(CCO)Cc2ccccc2)C(=O)N1 | -5% | 15µM* | -2%
C[C@H]1C=C(C(=O)NC2CC2)O[C@@H](OCc2ccc(CO)cc2)C1 | 4% | -15% | 4%
C=CCn1c(=NC(=O)c2ccc(S(=O)(=O)N3CCCC3)cc2)sc2cc(NC(C)=O)ccc21 | -3% | -26% | -17%
CCN(CC(=O)Nc1c(F)cccc1F)C(=O)Cc1c(C)nc2ccccc2c1C | 0% | ? | 3%
CCOc1ccc(-n2cc(C(=O)NC(C)C)c3cc(OC)c(OC)cc3c2=O)cc1 | 1% | 26µM* | -11%
COc1ccccc1C(=O)O/N=C(\N)c1ccccc1Cl | 3% | -15% | 0%
CSc1nc(N(C)NC(=O)c2ccccc2)c2ccccc2n1 | 3% | 0.52µM* | 0%
CC(OC(=O)CC1CCCCC1)C(=O)Nc1ccc(S(N)(=O)=O)cc1 (stereo unspecified) | / | 4% | -3%
CC(C)CC1NC(=O)c2ccccc2-n2c1nc1ccc(Cl)cc1c2=O (stereo unspecified) | 1% | / | 1%

Only KAT2A inh (4 entries from above):
SMILES	KAT2A inh
COc1ccc(CCN2CC(C(=O)NCc3cc(C(C)C)no3)CCC2=O)cc1 (stereo unspecified)	-8%
CC1=C(C(=O)Nc2ccccc2)C(c2ccccc2C)n2nc(SCC(=O)c3ccc(C)cc3)nc2N1 (stereo unspecified)	-1%
CCOc1ccc(C(=O)OCC(=O)Nc2nc(OC)cc(OC)n2)cc1OCC	4%
CCN(c1ccc(NC(=O)COC(=O)CCC(=O)c2ccc(F)cc2)cc1)C(C)C	-7%

Continuation:
SMILES | TDP1 block | DT40 TDP1 no CPT | KAT2A inh
Cc1cc(C(C)(C)C)ccc1OCCOCCN1CCCC1 | -8% | ? | -1%
COc1cccc(/C=C2\SC(=S)N(CCC(=O)N3CCCCC3)C2=O)c1 | 5%[56.1 µM] | 4.1µM* | -7%
CCc1ccccc1N1CN(Cc2cccnc2)CNC1=S | 0% | -6% | 1%
Cc1cc(C(=O)Nc2cccc3ccccc23)c(C)o1 | / | -22% | -3%
CN(C)/C=C/C(=O)c1ccc(Oc2ccccc2)cc1 | 3% | -18% | -4%
Cn1nc(-c2ccccc2)c(-c2nc(-c3ccc(Cl)cc3)no2)c1Cl | 2% | ? | 0%
COc1ccc(C(=O)NCc2ccccc2)cc1Br | 4% | -11% | 4%
OC1C(O)C(O)C(O)C(O)C1O (stereo unspecified) | 4% | ? | -2%&-3%&-1%&-24%
Cc1cc(Nc2cccc(Cl)c2)nc(N2CCOCC2)n1 | 0% | ? | -3%
COc1ccc(CNc2cccc3[nH]c(C(F)(F)F)nc23)cc1 | / | ? | -17%
CCOc1ccc(CCNC(=O)CS(=O)Cc2nc(-c3ccc(C)cc3)oc2C)cc1 (stereo unspecified) | 3% | ? | -2%
Cc1noc(C)c1COC(=O)c1cc2c(C)nn(-c3ccc(F)cc3)c2s1 | 5% | -16% | -3%
CCOC(=O)C1=C(c2ccccc2)NC(SCC(=O)Nc2ccccc2C)=C(C#N)C1c1ccco1 (stereo unspecified) | 10% | ? | -18%
Cc1ccc(-n2ncc3c(=O)n(CC(=O)NC4CCCCC4)cnc32)cc1 | 5% | -25% | 0%
COc1ccc2[nH]cc(S(=O)(=O)c3ccc(C)c(C)c3)c(=O)c2c1 | 9% | -20% | -3%
c1ccc(COn2nnc3ccccc32)c(COn2nnc3ccccc32)c1 | 9% | 10µM* | -3%
COc1ccc(C(=O)N2CC(=O)Nc3ccc(F)cc3C2c2ccccc2)cc1 (stereo unspecified) | / | -4% | -7%
c1ccc2c(c1)CC1(CCCCC1)n1nnnc1-2 | 2% | 23µM* | -4%
COc1ccc(Oc2ccc(C(F)(F)F)cc2NC(=O)CC(CC(=O)O)c2ccccc2)cc1 (stereo unspecified) | / | -2% | -18%
CCCn1c(SCC(=O)NC)nnc1C(C)C | 4% | 13% | -2%
N#CC1=C(N)n2c(s/c(=C\c3cccs3)c2=O)=C(C#N)C1c1cccs1 (stereo unspecified) | -11% | ? | -19%
CCc1ccc(NC(=O)C(=O)NCC2CCCN2S(=O)(=O)c2ccccc2)cc1 (stereo unspecified) | 5% | 21µM* | -12%
N#Cc1cccc(NC(=O)COC(=O)c2cccc(N3C(=O)c4ccccc4C3=O)c2)c1 | 3% | -1% | -4%
Fc1ccc(-c2cc(-c3ccccc3)c3c(n2)-c2ccccc2OC3)cc1 | 2% | -25% | 0%
O=C(Cn1ccc(NC(=O)OCc2ccccc2)nc1=O)NCc1ccc2[nH]ccc2c1 | 4% | 8% | 4%
O=c1c2ccccc2c(/C=N/c2n[nH]c(CCCO)n2)c(O)n1-c1ccccc1Cl | 5% | -26% | -7%
COc1cc(NC(=O)Cn2nnc(-c3ccc(C(F)(F)F)cc3)n2)c(C(=O)O)cc1OC | 7% | -15% | -11%
Cn1c(/C(C#N)=C(\O)c2ccc([N+](=O)[O-])cc2)nc2ccccc21 | -3% | 18µM* | -3%
CCOc1ncccc1C(=O)NCC1COc2ccccc2O1 (stereo unspecified) | 5% | ? | 0%
O=C(CCl)N=c1sccn1Cc1cccc2ccccc12 | 7% | 2.6µM* | -14%
COc1ccc(CNc2ncncc2-c2ccccc2Cl)c(OC)c1 | / | -17% | -19%
COc1ccc(NC(=O)CN2C(=O)NC(C)(C3CC3)C2=O)c(OC)c1 (stereo unspecified) | 1% | -3% | -2%
CCOC(=O)N1CCN(C(=O)c2ccc3ccccc3c2)CC1 | 2% | -29% | -10%
